Compound activity from PubChem BioAssay.
aSyn yeast rescue: alpha-synuclein toxicity suppression in yeast | S. cerevisiae alpha-synuclein toxicity rescue, BacTiter-Glo growth, 24 h | Potency, µM (doses to about 46.1 µM), for the others: top-dose growth rescue (activation), actives largely listed as activators | actives 0.02% (n = 94,000); active = well fitted activation curve with a large enough effect; inconclusive = small, poorly fitted or top-dose-only effect; also: 0% is about no effect
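Growth restoration measured by BacTiter-Glo luminescence after 24 hr at 30 deg C; alpha-synuclein yeast, raffinose-pregrown to mid-log, were added at OD600=0.02 in galactose medium onto pinned compounds.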
An asterisk follows results filed as active; ? = inconclusive. Potency is read from the fitted curve at half-maximal effect. Only part of the results is shown. The share of hits here may be higher or lower than overall.

Molecule	aSyn yeast rescue
CCC(C)NC(=O)c1ccc2c(c1)N(Cc1ccccc1)C(=O)c1ccccc1S2 (stereo not given)	-3%
CN=C(Nc1ccc(C(=O)OC)s1)c1ccc(Cl)cc1	1%
Cc1cc(Cl)ccc1OCC(=O)N1CCC(c2nc3ccccc3o2)CC1	?
COc1cccc(CSc2nc3n(n2)C(CC(C)C)C(C(=O)Nc2ccccc2OC)=C(C)N3)c1 (stereo not given)	-1%
Cc1c(C(=O)NCCSCc2c(F)cccc2Cl)cnn1-c1ccc(F)cc1	-8%
COc1ccc(N2CCN(S(=O)(=O)CCNC(=O)c3ccc(OC(C)C)cc3)CC2)cc1	-1%
CC(C)(C)OC(=O)N1CCc2onc(-c3ccc(N)cc3)c2C1=O	-12%
Cc1ccc(O)c(NC(=O)c2cc(-c3cccs3)on2)c1	-6%
NS(=O)(=O)c1ccc(NC(=O)C2(c3ccccc3)CCCC2)cc1	-9%
COc1ccccc1C(=O)NCCC(=O)NCC(c1ccccc1OC)N1CCCC1 (stereo not given)	-2%
CCc1ccccc1NC(=O)c1sc(-n2nc(C)c(Cc3ccc4c(c3)OCO4)c2C)nc1C	-11%
Cc1nc(-c2ccc(F)cc2)c(CC(=O)N(C)CC(=O)Nc2ccc(Br)cc2C)s1	-8%
CCc1noc(C)c1C(=O)Nc1nc(-c2cc(OC)ccc2OC)cs1	3%
CCOc1ccc(NC(=O)Cn2cc(C(=O)c3ccccc3)c(=O)c3cc4c(cc32)OCO4)cc1	-1%
CCOc1ccc(-n2nc(CO)c(C(=O)NCC(c3ccccc3)c3ccccc3)n2)cc1	8%

6 structures from above, arranged by length of the SMILES, highest first.
Molecule	aSyn yeast rescue
CCOc1ccc(NC(=O)Cn2cc(C(=O)c3ccccc3)c(=O)c3cc4c(cc32)OCO4)cc1	-1%
CCc1ccccc1NC(=O)c1sc(-n2nc(C)c(Cc3ccc4c(c3)OCO4)c2C)nc1C	-11%
COc1ccccc1C(=O)NCCC(=O)NCC(c1ccccc1OC)N1CCCC1 (stereo not given)	-2%
Cc1cc(Cl)ccc1OCC(=O)N1CCC(c2nc3ccccc3o2)CC1	?
CCc1noc(C)c1C(=O)Nc1nc(-c2cc(OC)ccc2OC)cs1	3%
CN=C(Nc1ccc(C(=O)OC)s1)c1ccc(Cl)cc1	1%

(next part)
Molecule	aSyn yeast rescue
COc1ccc(Cl)cc1NC(=O)CSc1ccc2nnc(CCNS(=O)(=O)c3ccccc3)n2n1	1%
COc1ccc(OC)c(S(=O)(=O)N2CCC(C(=O)NC3CCCCCC3)CC2)c1	-7%
Cc1ccc(CSC2=NC(C)(C)Nc3ccccc32)c(C)c1	0%
O=C(CCn1c(=O)c2cccn2c2cccnc21)Nc1ccccc1Br	8%
COC(=O)c1cccc(NC(=O)/C=C/c2ccc([N+](=O)[O-])cc2)c1	7%
CCOC(=O)c1ccccc1NC(=O)Cn1c(=O)n(Cc2ccc(C(=O)NCc3ccc4c(c3)OCO4)cc2)c(=O)c2ccccc21	-5%
COc1cccc(C(=O)Nc2ccc3nc(SCC(=O)N4CCOCC4)sc3c2)c1	-1%
COc1ccc(-n2cc(C(=O)Nc3ccccc3C#N)c3ccccc3c2=O)cc1	-11%
COCc1cc(C)nc2c1C(=O)NC(c1ccc(NC(C)=O)cc1)N2Cc1ccccc1 (stereo not given)	-1%
Nc1ccc(-c2nc3cc([N+](=O)[O-])ccc3o2)cc1	-4%
COc1ccc(N2CCN(c3nc4cc(C)ccc4cc3C=O)CC2)cc1	-9%
CC(C)(C)C1CCc2nc(NC(=O)Cc3ccccc3)sc2C1 (stereo not given)	2%
Cc1nn(C)c(C)c1S(=O)(=O)N1CCCC(C(=O)N2CCN(c3ccccc3)CC2)C1 (stereo not given)	-10%
CC(=O)Nc1nnc(SCc2cc(=O)c3cccc(C)c3[nH]2)s1	-11%
COc1ccc(CNC(C)C23CC4CC(CC(C4)C2)C3)c(OC)c1OC (stereo not given)	7%

More entries:
Molecule	aSyn yeast rescue
COc1cccc(CNC(=O)Cc2nc3nc(C)cc(C)n3n2)c1	2%
Cc1nc(SCC(=O)NC2CCCCC2)[nH]c(=O)c1C	1%
Cc1nn(S(=O)(=O)c2ccc(C(C)C)cc2)c(C)c1S(=O)(=O)N1CCCCC1	-1%
COc1ccc(C2NC(=S)NC3=C2CCc2ccccc23)cc1OC (stereo not given)	-2%
CCOC(=O)c1c(C)[nH]c(C)c1S(=O)(=O)NCC(=O)N1CCN(c2cc(Cl)ccc2C)CC1	-4%
Cc1ccc(Cl)cc1NC(=O)CCCn1c(=O)c2cccn2c2ccccc21	-1%
CCOC(=O)C1(CCOc2ccccc2)CCN(Cc2cccc(OC)c2)CC1	1%
CCn1c(=O)cc(OCC(=O)N2CCN(c3cccc(C)c3C)CC2)c2ccccc21	5%
CC(C)(C)c1ccccc1NC(=O)c1ccc(-n2cncn2)c([N+](=O)[O-])c1	-5%
O=C(CNc1cccc(S(=O)(=O)N2CCCC2)c1)Nc1cccc(Br)c1	2%
NC1=CC(=O)C(=O)c2cccnc21	-9%
Nc1ccc(C(=O)c2cccs2)cn1	-6%
Cc1ccc(N2CC(O)=C(c3ccccc3)C2=N)cc1	7%
Cc1ccsc1C(C(=O)NC(C)(C)C)N(Cc1ccco1)C(=O)c1csnn1 (stereo not given)	4%
CC(C)Cc1nc(SCC(=O)Nc2nnc(CC(C)C)s2)n[nH]1	-7%

Among those listed so far, three have a nitro group on carbon.
Molecule	aSyn yeast rescue
COC(=O)c1cccc(NC(=O)/C=C/c2ccc([N+](=O)[O-])cc2)c1	7%
Nc1ccc(-c2nc3cc([N+](=O)[O-])ccc3o2)cc1	-4%
CC(C)(C)c1ccccc1NC(=O)c1ccc(-n2cncn2)c([N+](=O)[O-])c1	-5%

(next part)
Molecule	aSyn yeast rescue
Cc1cc(OCC(=O)Nc2cnn(CCCC(=O)O)c2)ccc1Cl	9%
COc1ccc(Nc2nc3ccc(Cl)cc3nc2-n2nc(C)cc2C)cc1	-1%
Cc1ccc(C(=O)Nc2nc(-c3nnn(-c4cccc(Cl)c4C)c3C)ns2)cc1C	-8%
CCC(C)NCCOCCOc1cc(C)c(Cl)c(C)c1 (stereo not given)	0%
CCc1ccccc1Nc1nn2c(=O)c3ccc(C(=O)NCc4cccs4)cc3nc2s1	-8%
COc1ccccc1NC(=O)C1=C(C)Nc2nc(SCc3ccc(Cl)cc3)nn2C1c1ccccc1Cl (stereo not given)	1%
CC1Cc2ccccc2N1C(=O)NC1CC(=O)N(c2ccc3c(c2)OCCO3)C1 (stereo not given)	-6%
Cc1ccc(CN2CCC(CNc3ncnc4onc(-c5ccc(F)cc5)c34)CC2)cc1	2%
Cn1c(=O)c2c(ncn2CC(=O)Nc2nc(-c3ccc(F)c(F)c3)cs2)n(C)c1=O	3%
CCCCCCc1c(C)c2c(cc(C)c3c(C)c(C)oc32)oc1=O	-16%
Cc1ccc(S(=O)(=O)c2cc3cc(C(=O)Nc4ccc(C)cc4C)ccc3oc2=O)cc1	-6%
COc1ccc(-c2nc3scc(CCNS(=O)(=O)c4ccc(C)cc4)n3n2)cc1	5%
CN(CC(=O)Nc1ccccc1Br)C(=O)c1ccccc1OCc1ccccc1Cl	8%
C[C@@H]1CN([C@@H](C)CO)C(=O)CCCn2nncc2CO[C@H]1CN(C)C(=O)OCc1ccccc1	1%
Cc1ccc(C(=O)NCC(c2ccc3c(c2)OCO3)N2CCOCC2)cc1 (stereo not given)	4%

Additional records.
Molecule	aSyn yeast rescue
Cc1cccc(NC(=O)N2CCN(C)c3ncccc32)c1C	1%
O=C(CN1C(=O)CC(c2ccco2)Sc2ccccc21)Nc1ccc(C(F)(F)F)cc1 (stereo not given)	4%
O=C(NCCc1ccccc1)c1ccc2c(c1)N(Cc1ccc(Cl)cc1)C(=O)CS2	2%
OCCC1CN(CCCc2ccccc2)CCN1Cc1ccccc1 (stereo not given)	10%
CCOC(=O)c1c(S(=O)(=O)N2CCCC(C(=O)Nc3cc(C)ccc3OC)C2)c(C)n(C)c1C (stereo not given)	-1%
Cc1cc(C)n(C(C)CC(=O)Nc2ccc(C)c(N(C)C)c2)n1 (stereo not given)	-7%
O=C1c2ccccc2C(=O)N1CC1c2ccccc2CCN1C(=O)CN1CCOCC1 (stereo not given)	4%
O=C(COc1ccc(C(=O)c2ccccc2)cc1)Nc1cccnc1	-14%
CC(NC(=O)c1ccc(CS(C)(=O)=O)cc1)c1ccc(-c2ccccc2)cc1 (stereo not given)	10%
COc1cccc(NC(=O)c2sc3nc(C)c(C(=O)Nc4ccc(Cl)cc4)c(-c4ccc(Br)cc4)c3c2N)c1	2%
CCc1ccc(NC(=O)N2CC=C(c3c[nH]c4ccccc34)CC2)cc1	-24%
Cc1ccc(-n2ncc(C(=O)NCc3cccs3)c2C2CCN(C(=O)OC(C)(C)C)CC2)cc1C	-2%
CCOc1ccccc1NC(=O)Cn1ncc2c([nH]c3ccccc32)c1=O	-3%
COc1ccc(N(Cc2ccccc2)C(=O)c2nc(SC)ncc2Cl)cc1	3%
CCOC(=O)c1c(C)oc2c1cc(NS(=O)(=O)c1ccc(C(=O)O)cc1)c1ccccc12	9%

Next part.
Molecule	aSyn yeast rescue
Cc1ccc(S(=O)(=O)c2nc(-c3ccccc3)oc2N2CCN(c3ccccc3)CC2)cc1	-4%
CCOc1ccc2nc(NC(=O)c3cc(=O)c4cc(C)cc(C)c4o3)sc2c1	-5%
Cc1cc(C)cc(-n2c(SCC(=O)Nc3ccccc3)nc3c(oc4ccccc43)c2=O)c1	-3%
COc1ccc(/C(C)=N/NC(=S)NCCc2ccccc2)c(O)c1	-4%
N#CCCS(=O)(=O)c1ccc(N)cc1	-6%
COCCCn1c(=N)c(C(=O)NCc2cccnc2)cc2c(=O)n3cc(C)ccc3nc21	-2%
COCCn1c(=S)[nH]c2cc(C(=O)NCc3ccc(F)cc3)ccc2c1=O	9%
CCOC(=O)c1c(C)[nH]c(C)c1S(=O)(=O)N1CCCC(C(=O)Nc2ccc(C)cn2)C1 (stereo not given)	-1%
Cc1ccc(NS(=O)(=O)c2ccc(C(=O)N3CCN(c4ncccn4)CC3)cc2)cc1	0%
CSc1ncc(Cl)c(C(=O)Nc2cc(C(F)(F)F)ccc2Cl)n1	-3%
CCCCn1c(N)c(N(CC)C(=O)c2cccc(F)c2)c(=O)[nH]c1=O	-7%
COC(=O)c1c(-c2ccc(Cl)cc2)noc1N1CCN(c2ccccc2F)CC1	9%
CCNC(=O)C1=C(O)c2sccc2N(C)S1(=O)=O	20%
C[C@H]1CN([C@@H](C)CO)C(=O)CCCn2nncc2CO[C@H]1CN(C)C(=O)Nc1cccc(Oc2ccccn2)c1	-7%
Cc1ccc(CNC(=O)C2CCN(S(=O)(=O)c3ccc4c(c3)CCCN4C(=O)C3CCC3)CC2)cc1	-1%

Next part
Molecule	aSyn yeast rescue
Cc1cc(NC(=S)Nc2cccc3ccccc23)n[nH]1	-9%
CC(C)(Oc1ccc(Cl)cc1)C(=O)OCn1nnc2ccccc2c1=O	-4%
COc1ccc(S(=O)(=O)N2CC=C(c3ccccc3)CC2)cc1OC	-10%
Cc1ccccc1NC(=S)N(Cc1ccco1)C(C)c1cccs1 (stereo not given)	-29%
Cc1cc(NC(=O)Cn2nc([N+](=O)[O-])c(Br)c2C)no1	-7%
COc1ccc(S(=O)(=O)N(CC(=O)Nc2ccccc2Br)Cc2ccccc2)cc1	7%
FC(F)(F)c1ccc(-c2noc(-c3ccccc3Br)n2)cc1	-11%
CCN(CC)S(=O)(=O)c1cc(-c2nnc(Nc3ccc(OC)c(C(N)=O)c3)c3ccccc23)ccc1C	10%
O=C1C2=C(Nc3ccccc3SC2c2c(F)cccc2Cl)c2ccccc21 (stereo not given)	-4%
O=C(Nc1cccc(F)c1)C1CCCN(S(=O)(=O)c2cccc3cccnc23)C1 (stereo not given)	8%
COC(=O)c1ccc(C)c(NC(=O)CCc2ccc(OC)cc2)c1	-11%
CN(C(=O)c1ccc2c(c1)N(Cc1cccc(Cl)c1)C(=O)c1ccccc1S2=O)C1CCCCC1 (stereo not given)	0%
Cc1nc(SCC(=O)Nc2ccccc2Cl)cc(-c2ccccc2)n1	3%
Cc1cc(Br)cc2c(C(=O)OCC(=O)c3ccccc3)cc(-c3ccccc3)nc12	-2%
Cc1ccc(C)c(NC(=O)CCN2C(=O)c3ccccc3Sc3ncccc32)c1	-1%

4 of these compounds, reformatted.
O=C1C2=C(Nc3ccccc3SC2c2c(F)cccc2Cl)c2ccccc21 (stereo not given)
  aSyn yeast rescue = -4%
O=C(Nc1cccc(F)c1)C1CCCN(S(=O)(=O)c2cccc3cccnc23)C1 (stereo not given)
  aSyn yeast rescue = 8%
COC(=O)c1ccc(C)c(NC(=O)CCc2ccc(OC)cc2)c1
  aSyn yeast rescue = -11%
CN(C(=O)c1ccc2c(c1)N(Cc1cccc(Cl)c1)C(=O)c1ccccc1S2=O)C1CCCCC1 (stereo not given)
  aSyn yeast rescue = 0%

Other entries follow.
Molecule	aSyn yeast rescue
CC(C)C(=O)Nc1ccc(NC(=S)NC(=O)c2cc3ccccc3o2)cc1	3%
COc1cccc(/C=C/c2nc(C#N)c(N3CCN(C)CC3)o2)c1	8%
N#Cc1ccc(S(=O)(=O)N2CCc3[nH]c4ccc(F)cc4c3C2)cc1	5%
COc1ccc(NC(=S)N(Cc2ccc(N(C)C)cc2)Cc2ccco2)cc1	8%
CC(C)c1nc2ccc(C(=O)NCCCN3CCN(c4ccccc4)CC3)cc2o1	0%
COc1ccc(-c2nc(NC(=O)c3ccco3)sc2C)cc1	-16%
CCOC(=O)CSC(C)C(=O)Nc1nnc(C(C)C)s1 (stereo not given)	0%
